# SENP8 block-1: inhibitors of human SENP8 protease | purified SENP8, Z-RLRGG-aminoluciferin cleavage, luminescence | Q96LD8 | 330,000 compounds, 1.2% hits | AID 2540 | inhibition, % at 10 µM; in the data active = inhibition above about 50%
# Apaf1 inhib: blocks human Apaf-1 apoptosome activity. 330,000 compounds, 0.71% hits. O14727. AID 489030. reconstituted apoptosome caspase-3 activity, DEVD-Rh110 fluorescence. inhibition, % at 20 µM; active = inhibition of at least 40% at 20 µM;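 also: plate controls were DMSO wells for no effect and DEVD-CHO caspase inhibitor wells for full effect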
# Target sequence (O14727 whole entry, looked up): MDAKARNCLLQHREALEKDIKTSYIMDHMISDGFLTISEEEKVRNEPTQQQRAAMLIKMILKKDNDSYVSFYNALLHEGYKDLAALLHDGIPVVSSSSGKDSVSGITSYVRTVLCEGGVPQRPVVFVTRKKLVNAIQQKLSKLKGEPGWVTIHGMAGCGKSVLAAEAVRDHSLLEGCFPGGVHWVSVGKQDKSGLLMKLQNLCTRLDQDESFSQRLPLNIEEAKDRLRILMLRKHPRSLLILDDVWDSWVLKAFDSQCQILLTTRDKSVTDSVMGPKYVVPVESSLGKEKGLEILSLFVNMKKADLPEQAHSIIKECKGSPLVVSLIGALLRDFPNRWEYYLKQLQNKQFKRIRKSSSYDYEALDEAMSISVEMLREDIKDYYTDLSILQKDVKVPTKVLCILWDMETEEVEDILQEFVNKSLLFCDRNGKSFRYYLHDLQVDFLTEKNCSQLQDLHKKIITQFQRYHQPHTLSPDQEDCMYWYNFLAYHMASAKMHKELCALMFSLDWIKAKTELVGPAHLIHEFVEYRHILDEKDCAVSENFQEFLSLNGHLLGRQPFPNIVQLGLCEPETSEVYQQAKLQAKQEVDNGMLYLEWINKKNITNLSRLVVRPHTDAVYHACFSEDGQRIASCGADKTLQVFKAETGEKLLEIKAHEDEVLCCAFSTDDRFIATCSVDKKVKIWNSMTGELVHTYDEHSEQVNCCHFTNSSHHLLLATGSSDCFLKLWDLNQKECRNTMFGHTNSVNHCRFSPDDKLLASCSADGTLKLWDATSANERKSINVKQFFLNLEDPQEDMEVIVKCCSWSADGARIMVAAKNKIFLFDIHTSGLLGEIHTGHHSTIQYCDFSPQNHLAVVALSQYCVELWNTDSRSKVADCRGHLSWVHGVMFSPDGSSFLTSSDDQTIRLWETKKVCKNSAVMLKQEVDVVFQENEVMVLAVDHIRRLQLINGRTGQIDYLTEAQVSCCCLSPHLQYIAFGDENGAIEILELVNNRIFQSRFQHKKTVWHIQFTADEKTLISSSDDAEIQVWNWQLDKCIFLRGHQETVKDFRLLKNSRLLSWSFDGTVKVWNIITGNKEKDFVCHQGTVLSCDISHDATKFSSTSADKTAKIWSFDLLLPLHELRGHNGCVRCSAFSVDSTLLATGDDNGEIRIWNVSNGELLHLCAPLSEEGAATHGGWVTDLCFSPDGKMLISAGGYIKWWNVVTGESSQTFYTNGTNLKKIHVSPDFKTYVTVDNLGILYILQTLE
#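 Material: biochemical Apaf-1 apoptosome reconstitution. Medium: Hepes buffer, pH 7.5. Also added: cytochrome c activation, bis-DEVD rhodamine 110 substrate. Timing: 30 min compound preincubation, 50 min activation, room temperature. Measured by: rhodamine 110 fluorescence at Ex 480/Em 540 nm.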
# PfGluPho inh: PfG6PD (Plasmodium falciparum) enzyme inhibition; PfGluPho enzyme, NADPH resazurin-diaphorase fluorescence; inhibition, % at 20 µM; 350,000 compounds, 0.78% hits; AID 504690;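 active = inhibition reaching at least a set limit at 20 µM in the primary screen, cut at about 59% in these data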;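 also: 0% = DMSO wells with substrate and 100% = DMSO wells lacking glucose-6-phosphate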
# SENP1 inh: blocks the human SENP1 SUMO protease catalytic domain. inhibition, % at 10 µM. Q9P0U3. recombinant SENP1 catalytic domain, CyPet-SUMO1-YPet FRET cleavage. AID 624204. 360,000 compounds, 0.21% hits;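 active = inhibition at least 30% at 10 µM, raw YFP signal under a set limit, fluorescence ratio 0.5 to 1.5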;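 also: 0% = enzyme with DMSO and 100% = no enzyme wells; some results filed as inactive read as strong as hits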
#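 Material: hSENP1 catalytic domain, recombinant; medium: Tris pH 8 with BME, BSA, NP40 and catalase; compound: single concentration of 10 µM compound, 0.5% DMSO final; technique: FRET read of cyan and yellow fluorescence; timing: 50 min enzyme reaction, room temperature, light-protected; reagent: SFCypet-SUMO1-SFYpet substrate at 25 nM; control set: no-enzyme low, enzyme-DMSO high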
# SENP6 inh: SENP6 protease inhibition | Recombinant SENP6 catalytic domain, aminoluciferin luminescence | 330,000 compounds, 1.8% hits | inhibition, % at 10 µM | Q9GZR1;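 active = inhibition above about 50% at the single tested dose, limit read from the data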;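 also: plate controls were DMSO wells with enzyme for no effect and DMSO wells lacking enzyme for full effect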
# SENP7 inh: blocks the human protease SENP7 | Q9BQF6 | recombinant SENP7, Z-RLRGG-aminoluciferin luminescence, 40 min | inhibition, % at 5 µM | 330,000 compounds, 1.5% hits;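 active = inhibition above about 50% at the single test dose, limit read from the data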;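 also: plate controls were DMSO with enzyme for no effect and no enzyme buffer wells for full effect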
# HKDC1 inh: inhibitors of human hexokinase HKDC1; 340,000 compounds, 0.16% hits; Q2TB90; inhibition, % at 20 µM; recombinant HKDC1, G6PDH/diaphorase resazurin coupled fluorescence; AID 493160;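 active = inhibition above about 35% when tested at 20 µM, limit read from the data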;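 also: plate controls were DMSO wells with enzyme for no effect and DMSO wells lacking enzyme for full effect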
#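 Test system: recombinant HKDC1 (HK5) hexokinase enzyme, produced in-house; Amount: enzyme 5 µg/mL final; Buffer or medium: Tris pH 8.0 buffer with MgCl2, Tween-20, BSA, BME; Reagent: glucose and ATP substrates; Doses: 20 µM test compound, 1% DMSO; Incubation: 90 min reaction incubation at room temperature, dark; Detection: resorufin fluorescence at 613 nm.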
# SENP8 block-2: SENP8 (human) protease inhibition; Q96LD8; recombinant SENP8, Nedd8 substrate fluorescence; inhibition, % at 20 µM; 360,000 compounds, 0.64% hits; AID 602440; in the data active = inhibition mostly above about 40%, no sharp cut-off; inactive = mostly below about 27%
# * marks the source's active call; other numbers are inactive results; i = inactive; . = no result given.
SMILES,SENP8 block-1,Apaf1 inhib,PfGluPho inh,SENP1 inh,SENP6 inh,SENP7 inh,HKDC1 inh,SENP8 block-2
S=C(Nc1ccccc1)N1CCN(C(=S)Nc2ccccc2)CC1,2.7,-4.5,.,.,17.2,-1.0,.,.
COc1ccc(-c2nc(-c3ccccn3)ncc2S(C)(=O)=O)cc1,-7.8,9.8,-13.4,0.7,-11.0,0.1,-14.9,12.2
O=C(CCCCCCCC(=O)c1ccccc1)c1ccccc1,-11.6,10.6,-4.8,1.4,-6.4,-6.2,1.6,14.6
O=C(NC(NC1CCS(=O)(=O)C1)C(=O)c1cccs1)c1ccccc1 (stereo not drawn),-3.4,-9.9,-9.8,.,-33.4,4.2,-4.6,.
CN(C)c1cc[n+](CC(=O)c2ccc(OC(F)F)cc2)cc1,0.6,1.6,-14.2,-1.5,2.8,5.2,-3.1,11.6
O=c1c2cc(-c3ccccc3)sc2nc2n1CCC2,68.6*,6.7,.,.,74.5*,72.4*,.,.
Cc1ccc(C)c2[nH]c(=O)c(CN(Cc3ccco3)C(=O)Nc3ccccc3)cc12,-6.5,17.5,-14.9,-1.0,11.1,11.0,-7.6,-43.3
COc1ccc(CC(C)CC(=O)Nc2ccc(OC)cc2)cc1 (stereo not drawn),2.3,1.7,-15.7,-0.5,8.3,1.3,-2.3,12.1
Nc1cc2c(cc1Br)-c1ccc(F)cc1C2O (stereo not drawn),.,.,10.8,-0.4,.,.,-0.9,-3.7
COc1ccc(C(=O)NCC(=O)OCC(=O)NCc2ccc3c(c2)OCO3)cc1,-16.9,-1.8,-2.5,2.6,-17.4,-3.0,-5.3,1.6
Cc1ccc(S(=O)(=O)N(C)C)cc1NC(=O)c1c(-c2c(F)cccc2Cl)noc1C,-1.5,-11.6,-3.8,0.4,-11.9,4.2,-14.9,21.8
CN(NC(=O)c1ccccc1Cl)c1ncc(C(F)(F)F)cc1Cl,-5.1,-0.5,-8.1,0.4,-1.2,-1.0,-1.9,-6.8
O=C(Nc1ccc(Cl)c(Cl)c1)Nc1ccc(Br)cc1F,-6.7,1.8,11.1,0.9,0.1,-0.1,-6.2,15.1
O=C(CSc1nnnn1C1CCCC1)Nc1ccc2c(c1)OCO2,2.3,-5.7,1.9,1.3,-9.7,4.9,-5.5,6.1
COc1cccc(C(=O)NNC(=O)C(=O)Nc2ccc(C)cc2)c1,0.3,6.7,-7.2,1.2,7.3,5.3,-6.4,24.3
OCCNCCSc1nc(C2CCCCC2)n(-c2ccccc2Cl)n1,-1.3,19.3,-4.7,2.6,-7.6,-5.9,-4.1,34.1
CCc1ccc(OCCn2cccn2)cc1,-1.9,-6.4,-5.5,2.8,-17.4,1.4,-13.8,3.9
COc1ccc(C(=O)NCc2c(C)nn(Cc3ccccc3)c2C)cc1S(=O)(=O)N1CCOCC1,5.6,-2.7,-9.1,1.5,4.4,11.0,-5.8,9.4
CN=C1SC(CC(=O)Nc2ccc(F)cc2F)C(=O)N1/N=C/c1ccc(OC(F)F)c(OC)c1 (stereo not drawn),10.9,-11.0,2.1,1.9,-9.8,-0.8,-16.8,18.0
CCCCNC(=O)CN(c1ccc(Cl)c(Cl)c1)S(C)(=O)=O,-5.6,5.8,2.6,0.4,-7.8,-4.0,8.7,25.4
Cc1c(CN2CCc3c([nH]c4ccccc34)C2C2CCCCC2)cnn1C (stereo not drawn),-13.3,0.6,10.9,-25.9,-14.6,-14.5,-1.6,-60.2
CN1/C(=C/C2CC(=O)N(c3cccc4ccccc34)C2=O)C(C)(C)c2ccccc21 (stereo not drawn),0.7,14.3,-4.6,9.4,-6.5,0.2,4.6,-3.3
CC(C)c1ccc(NC(=O)Cn2nnc(C(=O)NCc3ccc4c(c3)OCO4)c2N)cc1,4.7,-5.6,-7.3,2.1,-5.7,-0.1,2.7,7.1
CCS(=O)(=O)N1CCN(c2ccc([N+](=O)[O-])c(NC(C)c3ccccc3)c2)CC1 (stereo not drawn),-0.1,15.6,78.0*,3.3,-0.6,2.5,8.8,60.2*
CCOC(=O)c1ccc(NC(=O)CC2Sc3ncnn3C2=O)cc1 (stereo not drawn),4.6,33.0,11.9,-10.7,2.1,-8.9,3.1,9.4

# Next part, overlapping the part above by 3 compounds.
SMILES,SENP8 block-1,Apaf1 inhib,PfGluPho inh,SENP1 inh,SENP6 inh,SENP7 inh,HKDC1 inh,SENP8 block-2
CC(C)c1ccc(NC(=O)Cn2nnc(C(=O)NCc3ccc4c(c3)OCO4)c2N)cc1,4.7,-5.6,-7.3,2.1,-5.7,-0.1,2.7,7.1
CCS(=O)(=O)N1CCN(c2ccc([N+](=O)[O-])c(NC(C)c3ccccc3)c2)CC1 (stereo not drawn),-0.1,15.6,78.0*,3.3,-0.6,2.5,8.8,60.2*
CCOC(=O)c1ccc(NC(=O)CC2Sc3ncnn3C2=O)cc1 (stereo not drawn),4.6,33.0,11.9,-10.7,2.1,-8.9,3.1,9.4
CCN1C(Nc2ccccc2)=NC[C@@H]1Cc1ccccc1,5.3,-3.2,15.5,0.7,-2.7,7.6,-3.7,11.2
Cc1ccc2c(c1)nnn2C1CCN(S(C)(=O)=O)CC1,-0.6,6.5,-8.3,3.0,-8.9,4.0,3.3,-0.9
O=[N+]([O-])c1cc(/C=N/O)ccc1N1CCCC1,-4.7,-2.4,-12.0,0.5,-14.1,5.0,13.2,33.6
Cc1noc(C)c1C(=O)Nc1ccccc1N1CCOCC1,5.2,-3.3,10.8,-0.7,14.2,-7.8,-6.7,12.4
O=S(=O)(NC1CCCC1)c1ccc(S(=O)(=O)N(Cc2cccs2)CC2CCCO2)cc1 (stereo not drawn),-9.2,18.7,-12.6,1.6,-1.6,-9.3,-1.9,11.7
CCn1cc(C(=O)N2CCN(c3ccccc3)CC2)c(=O)c2cc(S(=O)(=O)N3CCOCC3)ccc21,-11.0,-0.5,-4.2,0.5,-3.0,17.5,-2.0,11.6
Cc1ccc(-n2[nH]c(C)c(C=Nc3ccc(S(=O)(=O)Nc4nccs4)cc3)c2=O)cc1,-0.6,5.4,.,.,8.7,4.9,.,.
Cc1ccc(-c2cccc(C3CC=CC4C3C(=O)N(Cc3ccccc3)C4c3ccc4ccccc4c3)c2)cc1 (stereo not drawn),-2.2,13.0,11.5,3.0,-2.7,1.5,-2.8,0.1
CC1CC(C)CN(C(=O)C(Cc2ccccc2)n2cccc2)C1 (stereo not drawn),-3.2,4.8,16.0,-0.2,-26.6,-4.4,-2.8,14.2
O=C(/C=C/c1cn(-c2ccccc2)nc1-c1ccccc1)Nc1ccc(C(=O)O)cc1,-7.0,4.6,13.1,1.6,2.6,-5.0,-1.8,-13.3
CCOC(=O)C1(CCCc2ccccc2)CCN(C(=O)CCC2=NNC(=O)CC2)CC1,-5.7,-6.2,14.2,1.8,-0.6,4.6,-1.1,7.9
COc1ccc(/C(C)=N/NC(=O)CNC(=O)CCc2ccccc2)c(OC)c1,-0.7,-0.6,-9.9,-2.4,-11.6,8.3,-5.0,8.5
CCCN1C(=O)c2cc(C(=O)Nc3ccc(OC)cc3OC)ccc2C1Nc1ccc(OC)cc1OC (stereo not drawn),-7.0,14.1,24.3,2.3,-0.9,-0.2,-0.6,16.6
Cc1cc(C)n2nc(C(=O)Nc3ccc4c(c3)OCCO4)nc2n1,8.4,-4.5,15.3,0.3,-4.2,-13.6,-1.6,2.0
Cc1ccccc1NC(=S)NNC(=O)c1ccoc1C,11.4,-22.9,-6.0,1.9,10.8,7.7,-14.6,6.4
Cc1cc(=O)[nH]c(N/N=C/c2ccc(Cl)c([N+](=O)[O-])c2)n1,-6.3,-73.4,12.1,2.8,-16.4,-2.2,-3.9,23.7
CC(C)c1ccc(CN2CC(C(=O)Nc3ccccc3)CC2=O)cc1 (stereo not drawn),2.2,6.5,0.1,0.9,7.7,4.6,-3.2,13.6
Cc1cccc(N(CC(=O)Nc2ccccc2F)S(C)(=O)=O)c1,-6.7,1.5,-10.3,1.8,-2.5,-16.8,2.2,16.8
O=C(O)C1=C[C@H](c2ccccc2)C[C@H](OCc2ccc(CO)cc2)O1,3.1,0.4,-12.4,2.4,-7.8,1.6,-8.3,16.3
COc1ccccc1S(=O)(=O)Cc1ccc(C(=O)NCc2ccccc2)o1,1.1,-2.3,-3.4,2.0,-0.8,5.5,-1.7,2.6
CCC(=O)Oc1ccc2c(C)cc(=O)oc2c1C,-3.5,3.8,-15.8,-64.1,12.1,1.8,7.2,i
Cc1ccccc1CN1C(=O)/C(=C\c2ccc(C(=O)NCCN3CCOCC3)cc2)Sc2ccccc21,0.0,15.8,-12.5,-46.1,1.1,1.2,-5.5,-89.8
COc1ccc(S(=O)(=O)N(CC(=O)N2CCN(C)CC2)c2ccccc2)cc1OC,-1.5,-1.1,-8.0,-0.1,-1.9,13.0,-12.7,17.6
CC1=CCC2C(=O)N(c3nc(C)cc(C)n3)C(=O)C2C1 (stereo not drawn),4.4,-0.8,-3.7,-5.9,-11.1,1.3,1.6,7.5
O=C1NCCN/C1=C\C(=O)c1ccc(Br)cc1,-13.5,7.1,-7.7,-1.3,-11.3,-13.1,-0.7,12.7
# (further entries)
SMILES,SENP8 block-1,Apaf1 inhib,PfGluPho inh,SENP1 inh,SENP6 inh,SENP7 inh,HKDC1 inh,SENP8 block-2
CCOc1cc(/C=C2\SC(=S)N(NS(=O)(=O)c3ccccc3)C2=O)ccc1O,41.6,-1.8,-29.2,81.6*,45.7,-3.4,8.7,39.4
COC(=O)[C@]1(Cc2ccccc2)N[C@H](CN(C)C(=O)Nc2ccc(C(F)(F)F)cc2)[C@@H]2C(=O)N(C)C(=O)[C@@H]21,-4.5,11.1,-0.5,-1.2,-46.9,-8.5,-2.7,6.5
CCN1CCc2nc3sc(C(=O)Nc4cccnc4Cl)c(N)c3cc2C1,8.1,29.4,30.7,-24.6,20.6,12.6,4.0,-338.1
COc1ccc(CCNC(=O)C2CCC(=O)N2Cc2ccccc2Cl)cc1OC (stereo not drawn),-2.9,1.4,2.5,1.5,5.3,3.2,-1.0,11.1
Cc1csc(SCC(=O)Nc2cccc(S(=O)(=O)N3CCCC3)c2)n1,4.5,-13.9,18.3,-1.7,-0.6,5.4,-3.7,7.7
COc1ccccc1CCNC(=O)/C(=C/c1cccnc1)NC(=O)c1ccccc1,3.8,-11.1,-12.3,-4.9,-6.8,-4.7,-2.7,-9.6
CN(C(=O)c1cc([N+](=O)[O-])ccc1N1CCCC1)C1CCCCC1,1.8,5.8,-5.8,-2.6,-11.0,9.0,-6.3,12.3
CCCN(C(=O)Cn1ncc2c(=O)oc3ccccc3c21)c1cccc(C)c1,-12.7,12.4,-0.9,1.2,-4.8,-13.3,-3.3,6.2
O=C(COC(=O)C1CCC(=O)N1)Nc1cc(Cl)ccc1Cl (stereo not drawn),-2.3,-12.0,-0.1,0.2,-1.5,-3.4,-11.6,17.3
Cc1ccc(OCCN2CCCCCC2)c(C)c1,1.9,2.7,-7.5,-9.3,-8.5,1.8,5.2,26.2
O=C1CCSc2cccc3cccc(c23)N1,0.1,-18.7,35.5,0.0,-6.5,-1.8,-4.5,-40.2
O=C(NCc1ccc(F)cc1)c1c(O)c2cccc3c2n(c1=O)CCC3,0.2,12.3,-20.1,0.7,3.0,9.2,-3.5,-88.5

# Source: PubChem BioAssay
